Compound activity: PubChem BioAssay, several laboratories
Autophagy mod: modulators of autophagy. calls only at 10 µM (by protocol). 0.98% of 190,000 active. MEF GFP-LC3 puncta imaging; test concentration mostly 10 µM;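 active = percentage of spot-positive cells more than 3 SD above its plate mean, without a fluorescence outlier flag or 80% toxicity; inconclusive = no clear call, values can overlap the other calls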;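 note: spot-positive cell cutoff set from DMSO-treated cells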
Insulin prom up: MIN6 insulin promoter up-regulation; MIN6 insulin promoter-GFP reporter, high-content imaging; stronger effect = higher value; z-score at 5 µM; 0.3% of 190,000 active; AID 1625;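 active = z-score above 3 at 5 µM with at least 500 cells counted in the well; inconclusive = wells under 500 cells, flagged as cytotoxic or low count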
Myeloid diff 2: compounds promoting myeloid differentiation; ER-HoxA9 myeloid progenitors, lysozyme-GFP differentiation, flow cytometry; calls only at 10 µM; 1% of 360,000 active; AID 624256;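 active = normalized GFP-positive differentiation at or above the plate's own cutoff, the solvent-only control mean plus 3 SD; inconclusive = no clear call, values can overlap the other calls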;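 note: cells exposed to compound for four days before flow analysis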
West Nile virus CPE: West Nile virus antiviral activity, cell-based, CPE readout (AID 1621); West Nile virus-infected cells, CPE inhibition; higher % means a stronger effect; 0.02% of 290,000 active; CPE inhibition, % at 10 µM, or IC50 in µM where a hit was titrated; in the data active = a potency from the dose series; inconclusive = CPE inhibition mostly from about 3.7% at the one dose, without a potency; inactive = the rest, 99 in 100 with CPE inhibition below about 2.2%; note: strong numbers were not always called active
b-catenin transl: modulators of beta-catenin nuclear translocation | nuclear translocation activity, % at 5 µM | 0.3% of 190,000 active | HeLa beta-catenin nuclear translocation, immunofluorescence imaging;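 active = nuclear translocation activity above 50% at 5 µM, with a well cell count of 50 or more; inconclusive = wells under 50 cells across six images, flagged as toxic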;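 note: per-cell ratio of nuclear to cytoplasmic median beta-catenin stain intensity; plate controls were DMSO negative control for no effect and GSK-3 inhibitor IX positive control for full effect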
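Test system: human HeLa cell line; Doses: 5 µM primary, 0.02–20 µM confirmation; Incubation: 24 h compound exposure, 37°C; Detection: beta-catenin immunofluorescence imaging with DAPI; Read-out: beta-catenin nuclear/cytoplasmic ratio, % activation.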
WT yeast gro inh: growth inhibition of WT yeast, mitochondrial fusion screen | mitochondrial fusion phenotypic screen, WT strain | inhibition, % at 10 µM | 2.1% of 190,000 active; in the data active = inhibition above about 58%; tested in S. cerevisiae
MT stabilizer: microtubule stabilizers in HeLa cells. HeLa tubulin immunostaining HCS, 24 h; share of cells brighter than vehicle mean+2SD. % tubulin-high responders, % at 10 µM. 0.83% of 200,000 active. AID 2205;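 active = plate Z-score above 3 for both tubulin-high and condensed-nucleus cell shares, with cell loss under 80%, at 10 µM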;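 note: anti alpha tubulin signal scored within the nucleus-defined area of each cell; some results filed as inactive read as strong as hits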
Lipid droplet: modulators of hepatic lipid droplet formation | inhibition, % at 6.5 µM | AID 1656 | AML12 mouse hepatocytes, oleate lipid droplets, BODIPY imaging | 0.4% of 240,000 active;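 active = lipid droplet intensity inhibited by at least 50%, with more than 500 cells counted; inconclusive = wells with under 300 cells, treated as cytotoxic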
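Material – mouse AML12 hepatocyte cell line, fixed after treatment · Compound dosing – one dose, 6.5 µM compound · Times – compound with oleate, overnight · Measured by – Image-based BODIPY and DAPI two-channel analysis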
T cell modulator: modulates CD8 T cell binding to vesicles; 0.068% of 330,000 active; AID 2052; 2C CD8+ T cell-vesicle binding, flow cytometry; stronger effect = lower value; calls only at 7 µM;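 active = response, share of CD8 T cells binding vesicles, and their 90th percentile fluorescence all below set limits, cut at about 80% in these data, passing the limit was not always enough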
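System: murine 2C transgenic CD8+ T lymphocytes; also added: QL9-loaded Drosophila micro-vesicles; times: binding 1.5 h at 37 °C; measured by: flow cytometry, PE anti-B7-1 (FL2) versus Alexa647 anti-CD8 (FL8), PFA-fixed; control set: Peptide-free naked vesicles (low) and QL9 vesicles with 0.7% DMSO vehicle (high)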
WT yeast gro inh mutant strain: also measured in WT yeast gro inh; calls as there; inhibition, %; mitochondrial fusion phenotypic screen, mutant strain inhibition
Insulin prom up cell count: also measured in Insulin prom up; calls as there; cell count; measured here: cytotoxicity, nuclei count;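 total cells summed across four imaged fields per well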
Lipid droplet cells 6.5 µM: second read-out of Lipid droplet, no call of its own (marks repeat the call); cell count; measured here: cell count, cytotoxicity flag;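 cells counted across two imaged fields per well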
b-catenin transl cell count 5 µM: second read-out of b-catenin transl, no call of its own (marks repeat the call); cell count; measured here: cell count, cytotoxicity flag
T cell modulator vesicle-bound %: recorded beside T cell modulator, whose call it bears; double positive events, %; measured here: CD8+ vesicle-bound cell fraction;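 binding gate set so that unloaded-vesicle control wells show 10% double positive cells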
MT stabilizer Hoechst-high %: recorded beside MT stabilizer, whose call it bears; % Hoechst-high responders; measured here: nuclear condensation Hoechst responders;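 share of cells brighter than vehicle mean plus two SD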
MT stabilizer cytotoxicity %: further read-out of MT stabilizer, marked with its call; toxicity, %; measured here: cytotoxicity by cell density;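 0% = mean cell density of plate MIN control wells and 100% = no cells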
Autophagy mod cell loss 18 h: further read-out of Autophagy mod, marked with its call; toxicity, %; measured here: cell loss, nuclei count;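 cell loss after 18 h compound exposure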
Myeloid diff 2 GFP+ MAC1+ %: further read-out of Myeloid diff 2, marked with its call; GFP+ MAC1+ double positive, %; measured here: differentiation confirmed by MAC1 staining
The depositor's hits bear a star; i = inactive; u = inconclusive; x = no result given; + = active, no number.

mol	T cell modulator vesicle-bound %	Lipid droplet cells 6.5 µM	T cell modulator	Autophagy mod cell loss 18 h	WT yeast gro inh	WT yeast gro inh mutant strain	MT stabilizer cytotoxicity %	Insulin prom up cell count	b-catenin transl cell count 5 µM	Myeloid diff 2	Insulin prom up	Myeloid diff 2 GFP+ MAC1+ %	West Nile virus CPE	MT stabilizer	Autophagy mod	b-catenin transl	Lipid droplet	MT stabilizer Hoechst-high %
Cc1noc(C(=O)Nc2cccnc2Cl)c1Cl	31.4	844	i	x	x	x	x	x	x	i	x	0.3	-0.5%	x	x	x	0.1	x
Cc1ccc(C)c(N2CCN(C(=O)c3cc(S(=O)(=O)N4CCOCC4)cn3C)CC2)c1	23.2	779	i	x	x	x	x	x	x	i	x	4.1	-1.2%	x	x	x	-1.2	x
CC1=NN(c2ccc(F)cc2)C(=O)C1C(c1cccc(O)c1)c1c(C)[nH]n(-c2ccc(F)cc2)c1=O (stereo unspecified)	60.2	x	i	3.0	-6.2	4.5	6.4	1467	1447	i	0.04	0.7	0.0%	3.4	i	-2.9	x	1.2
CN(C)S(=O)(=O)N(CC(=O)NCc1ccccc1)c1ccccc1	30.4	684	i	5.3	11.2	-1.6	8.1	1228	x	i	1.23	0.8	-0.2%	2.6	i	x	4.8	2.8
O=C(CCNC(=O)c1ccc([N+](=O)[O-])cc1)Nc1ccc(F)c(F)c1F	27.0	801	i	x	x	x	x	x	x	i	x	3.9	-0.3%	x	x	x	6.8	x
COC(=O)c1sc(NC(=O)COc2c(C)cccc2C)nc1C	20.0	728	i	13.4	17.1	14.0	4.6	x	1618	i	x	2.2	-0.5%	1.8	i	0.0	-36.2	1.9
CC1(C(=O)Nc2ccc3c(c2)OCO3)CC1(Cl)Cl (stereo unspecified)	38.8	816	i	x	x	x	x	x	x	i	x	1.2	0.1%	x	x	x	-6.1	x
COc1ccc(CCN=C(N)NS(=O)(=O)c2cc(F)ccc2OC)cc1	17.5	713	i	x	x	x	x	x	x	i	x	0.2	0.7%	x	x	x	-2.5	x
CCCC(C)NNC(=O)c1cc2ccccc2[nH]1 (stereo unspecified)	18.3	x	i	-5.4	28.6	55.3	7.3	x	x	i	x	6.9	0.1%	1.6	i	x	x	1.8
Cc1ccc(O)c(C(=O)c2cc(C(=O)NCCc3ccccc3)c(=O)n(CCc3ccccc3)c2)c1	48.4	627	i	2.2	-13.9	4.1	9.6	1235	1134	i	-0.57	1.0	-1.5%	2.6	i	0.2	11.1	3.3
Nc1nc2ccc([N+](=O)[O-])c(N)c2s1	51.9	x	i	14.7	0.7	-5.0	1.4	x	x	i	x	1.3	u	3.1	i	x	x	4.1
Cc1ccc(N2C(=O)c3ccccc3C2Nc2cccnc2)nc1 (stereo unspecified)	31.9	710	i	x	-7.5	-10.7	5.6	x	1238	i	x	4.1	0.1%	2.8	x	-1.6	3.4	2.8
COCCCn1c(=O)/c(=C\c2ccccc2OC(F)F)s/c1=C(/C#N)C(N)=O	29.2	716	i	-2.2	-10.5	-10.3	5.6	1224	1077	i	-0.02	1.3	-0.5%	2.7	i	0.4	-9.5	3.2
CC12CNCC(C)(CN(C(c3ccccc3)c3ccccc3)C1)C2	31.2	760	i	4.4	-9.6	-4.6	7.7	1158	1069	i	-0.5	1.3	-0.5%	3.1	i	5.4	-1.5	1.1
COCCN1CCN(c2c3c(nc4cc(-c5cccc(F)c5)nn24)CCC3)CC1	30.7	774	i	-6.1	-17.0	-4.0	25.4	1074	1190	i	-0.15	1.0	0.3%	6.0	i	-1.2	22.5	1.6
Cc1c(/C(O)=C2/C(=O)C(=O)N(CCN3CCOCC3)C2c2cccs2)cnn1-c1ccccc1 (stereo unspecified)	48.6	739	i	-5.5	27.4	10.9	5.0	1322	x	i	-0.47	1.2	0.2%	3.2	i	x	-0.6	2.0
Cc1ccc(C(=O)NNC(=O)CCC(=O)NCc2ccccc2)cc1Br	13.8	763	i	x	x	x	x	x	x	+	x	1.5*	-0.3%	x	x	x	4.0	x
O=C(CSc1nccc(=O)[nH]1)Nc1cccc2ccccc12	47.8	835	i	x	x	x	x	x	x	i	x	0.3	-0.1%	x	x	x	13.0	x
CN(Cc1ccccc1)C(=O)c1nc2ccccn2c1CNCCCOc1cccnc1	13.2	711	i	1.4	1.5	7.0	2.7	x	1071	i	x	0.3	-0.9%	1.7	i	-1.3	-6.2	1.4
Cc1cccc(Nc2c([N+](=O)[O-])c(=O)oc3ccccc23)c1	40.3	698	i	x	x	x	x	997	1272	i	0.94	0.5	-0.2%	x	x	-0.5	4.0	x
Cc1ccc2[nH]c(C)c(/C=C/c3cc[n+](C)cc3)c2c1	57.7	899	i	x	x	x	x	x	x	u	x	x	-0.6%	x	x	x	23.7	x
COc1ccccc1NC(=O)c1ccc(NC(=O)CSc2ncn[nH]2)cc1	46.2	581	i	7.2	-8.7	-7.7	3.7	1334	971	i	0.22	0.4	0.2%	2.7	i	2.9	27.0	3.3
COc1ccccc1NC(=O)c1oc2ccccc2c1NC(=O)c1ccco1	57.9	440	i	-7.3	15.1	24.9	6.1	1687	1071	u	0.12	x	2.3%	5.8	i	0.0	3.7	6.7
FC(F)(F)c1ccccc1NC(=S)N1CCN(c2ncccn2)CC1	20.5	x	i	3.3	7.7	-4.3	2.2	1391	1373	i	0.36	1.1	-0.7%	1.2	i	3.5	x	1.2
O=C(NCc1cccnc1)c1ccccc1-c1ccccc1	65.1	695	i	-10.8	8.6	3.4	8.1	1681	1041	i	0.55	0.7	-0.2%	4.8	i	-1.8	-5.7	3.0
CN(CC(=O)N1CCN(c2ccccn2)CC1)S(=O)(=O)c1ccccc1	58.6	762	i	-9.7	30.3	-1.0	6.9	1214	1009	i	1.07	0.6	-0.2%	2.7	i	4.9	-13.4	2.3
Cc1cccc(NC2=NC3(CCCCC3)N=C(N)N2)c1C	51.8	x	i	-11.6	-13.8	-11.7	5.3	1200	1143	i	0.1	0.9	0.1%	1.3	i	-0.3	x	1.1
CCCCn1c(N)c(-c2nc3ccccc3o2)c2c([N+](=O)[O-])nn(CC)c(=O)c21	44.5	621	i	-4.0	-12.5	-21.4	8.4	1227	1018	i	-0.06	0.7	-1.1%	3.0	i	-2.4	5.9	2.3
O=C(CN(Cc1cccs1)C(=O)CCC(=O)Nc1ccccn1)NCc1ccccc1	32.4	720	i	9.8	-22.5	-14.4	6.8	1504	979	i	0.03	0.3	-0.4%	3.3	i	-4.5	4.1	2.3
CC(=O)N(CCC(c1ccco1)C(C)C)Cc1ccc(OC(C)C)cc1 (stereo unspecified)	56.6	658	i	x	x	x	x	x	1230	i	x	0.6	-1.4%	x	x	-5.6	0.0	x
S=c1[nH]c2ccc3ccccc3c2[nH]1	49.0	705	i	-1.0	56.9	63.5	0.2	1473	1442	i	0.18	0.3	1.7%	1.9	i	1.1	2.4	1.9
COc1ccc(NC(=O)CCc2nnc3ccc(NCc4ccco4)nn23)cc1OC	59.3	673	i	x	x	x	x	x	x	u	x	x	-0.6%	x	x	x	-7.1	x
C#CCOCCOCCOCCNc1nc(N2CCN(C(=O)[C@H](CCC(=O)O)n3cc(C(N)Cc4ccc(O)cc4)nn3)CC2)nc(N2CCN(C(=O)[C@H](CCC(=O)O)n3cc(C(N)CC(C)C)nn3)CC2)n1 (stereo partly specified)	41.7	589	i	2.3	-1.9	-11.1	3.0	1512	1101	x	-0.17	x	0.0%	0.9	i	-0.7	-4.3	0.9
Cc1ccc(C(=O)NC2CCN(S(=O)(=O)c3ccc(C)cc3)CC2)cc1	49.9	729	i	1.1	25.5	9.0	1.4	1353	969	i	0.8	0.8	-0.5%	3.2	i	2.7	-5.2	1.2
CCOc1ccc(CCNC(=O)c2nnc(CS(=O)(=O)c3ccccc3)o2)cc1OCC	45.1	754	i	x	x	x	x	x	x	i	x	0.4	-0.3%	x	x	x	2.1	x
O=C(Nc1nc2cc3c(cc2s1)OCO3)c1ccco1	x	697	x	x	x	x	x	827	1291	i	0.68	0.1	0.0%	x	x	-0.7	-0.4	x
O=C(Nc1ncn[nH]1)c1c(Cl)ccc(Cl)c1Cl	69.0	583	i	7.5	-9.3	-22.5	1.7	1674	1101	i	0.66	0.0	0.7%	3.3	i	-1.4	-2.8	2.6
CC(=O)Nc1cccc(C(=O)NCCc2ccco2)c1	46.6	754	i	x	x	x	x	x	x	i	x	1.1	-0.1%	x	x	x	1.9	x
O=C(Nc1nc2cc3c(cc2s1)OCCO3)c1ccc(N2C(=O)CCC2=O)cc1	32.1	713	i	x	x	x	x	1136	1330	i	0.88	0.7	0.1%	x	x	-0.2	-0.4	x
COc1ccc2nc(N=Nc3ccc(N(C)C)cc3)sc2c1	x	x	x	-22.9	21.5	49.1	9.2	x	x	i	x	0.4	x	5.1	i	x	x	2.6
O=C(CC1CS(=O)(=O)CC1CC(=O)Nc1ccc2c(c1)OCCO2)Nc1ccc2c(c1)OCCO2 (stereo unspecified)	29.3	644	i	-1.3	-4.6	-7.2	8.6	1454	1001	i	0.65	0.3	0.4%	2.7	i	0.3	-6.5	0.4
CCc1ccc(NC(=O)c2sc3nc(C)nc(N4CCN(c5ccccn5)CC4)c3c2C)cc1	26.6	833	i	x	x	x	x	x	x	i	x	0.1	0.3%	x	x	x	-1.1	x
